TNAP inh hiacc: TNAP (human) inhibition, high acceptor; P05186; purified TNAP, CDP-star luminescence, 1 M DEA; inhibition, % at 20 µM; 0.03% of 200,000 active; AID 1135;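 active = over 50% inhibition of tissue-nonspecific alkaline phosphatase at 20 µM in the single-dose screen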;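 note: plate controls were DMSO wells for no effect and EDTA-quenched wells as full inhibition for full effect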
Target sequence (P05186 whole entry, looked up): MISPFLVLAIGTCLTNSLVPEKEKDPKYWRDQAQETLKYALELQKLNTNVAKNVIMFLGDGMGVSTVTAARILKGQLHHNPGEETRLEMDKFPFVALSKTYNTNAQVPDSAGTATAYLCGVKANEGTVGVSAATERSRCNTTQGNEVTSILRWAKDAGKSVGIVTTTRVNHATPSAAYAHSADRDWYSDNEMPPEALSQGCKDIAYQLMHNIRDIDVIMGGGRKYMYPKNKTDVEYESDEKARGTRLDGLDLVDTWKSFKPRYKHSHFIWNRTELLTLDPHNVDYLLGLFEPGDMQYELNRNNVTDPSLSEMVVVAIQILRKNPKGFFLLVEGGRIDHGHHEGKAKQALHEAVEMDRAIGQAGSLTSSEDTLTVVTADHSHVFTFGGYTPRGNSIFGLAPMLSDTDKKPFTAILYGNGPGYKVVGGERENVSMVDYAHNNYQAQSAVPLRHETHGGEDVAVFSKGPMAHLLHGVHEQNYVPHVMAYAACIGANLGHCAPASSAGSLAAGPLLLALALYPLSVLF
bIAP activator: intestinal alkaline phosphatase (bovine) activation. purified bovine IAP, CDP-star luminescence, 30 min; hits give high values; fold of DMSO-control signal, blank-subtracted. activation factor at 20 µM. 0.17% of 200,000 active. AID 1016;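 active = activation factor of 2 or more at 20 µM, a signal rise over negative controls twice the positive control's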
PPARg SRC2 recr: PPARgamma-driven SRC-2 recruitment agonism. P37231. PPARgamma LBD-SRC-2 recruitment, biochemical. activation, % at 8 µM. 0.34% of 200,000 active; in the data active = activation above about 22%;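 note: 0% = vehicle and 100% = reference agonist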
Target sequence (P37231 whole entry, looked up, the tested form may be a part): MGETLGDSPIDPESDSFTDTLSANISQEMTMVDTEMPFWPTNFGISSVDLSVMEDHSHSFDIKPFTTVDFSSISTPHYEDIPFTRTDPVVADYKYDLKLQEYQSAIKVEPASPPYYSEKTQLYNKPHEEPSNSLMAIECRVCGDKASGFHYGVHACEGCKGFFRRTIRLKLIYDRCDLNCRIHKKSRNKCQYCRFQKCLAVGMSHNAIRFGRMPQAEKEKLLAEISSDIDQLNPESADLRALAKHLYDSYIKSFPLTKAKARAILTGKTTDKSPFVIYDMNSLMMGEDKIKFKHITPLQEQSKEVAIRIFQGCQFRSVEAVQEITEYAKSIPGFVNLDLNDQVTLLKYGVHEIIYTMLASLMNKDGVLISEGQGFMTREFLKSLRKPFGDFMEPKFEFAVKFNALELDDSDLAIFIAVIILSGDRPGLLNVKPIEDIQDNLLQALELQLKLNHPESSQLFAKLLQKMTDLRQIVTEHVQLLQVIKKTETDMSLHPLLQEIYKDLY
TNAP inh no acc: TNAP (human) inhibition, acceptor-free conditions | 0.26% of 200,000 active | purified TNAP, CDP-star luminescence, 30 min | inhibition, % at 20 µM | AID 1012;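 active = tissue-nonspecific alkaline phosphatase inhibition above about 50% at 20 µM in the single-dose screen, limit read from the data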;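 note: 0% = DMSO negative control and 100% = EDTA positive control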
bIAP inh: intestinal alkaline phosphatase (bovine) inhibition; purified bovine IAP, CDP-star luminescence, 30 min; inhibition, % at 20 µM; 190,000 tested, under 10 active;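 active = over 50% inhibition of intestinal alkaline phosphatase at 20 µM in the single-dose screen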
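Assay system – bovine IAP enzyme · Quantity – bovine IAP at 1/65,000,000 final dilution · Detection – CDP-star luminescence signal · Times – 30 min reaction at room temperature · Also added – CDP-star substrate at 30 µM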
PPARg SRC-3 ag: promotes SRC-3 coactivator recruitment by human PPARgamma | P37231 | biochemical PPARgamma/SRC-3 coactivator recruitment assay | activation, % at 8 µM | 0.26% of 200,000 active; in the data active = activation above about 23%;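 note: 0% = DMSO and 100% = reference agonist; some compounds past the cut are filed as inactive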
PPARg SRC1 recr: PPARgamma-driven SRC-1 recruitment agonism | P37231 | 0.41% of 200,000 active | activation, % at 8 µM | PPARgamma-SRC-1 coactivator recruitment biochemical assay; in the data active = activation above about 19%;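 note: 0% = DMSO and 100% = reference agonist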
TNAP act hiacc: increases human TNAP activity under high phosphate acceptor concentration; purified TNAP, CDP-star luminescence, 1 M DEA, 30 min; hits give high values; 0 = EDTA background, 1 = DMSO-only activity; 200,000 tested, under 10 active; activation factor at 20 µM; P05186;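 active = activation factor at least 2 at 20 µM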
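Measured by: Luminescent substrate turnover signal | Test system: Human TNAP | Input: TNAP 1/800 final | Dosing: 20 µM single point | Schedule: 30 min, room temperature | Controls: EDTA wells as negative control, DMSO wells as positive control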
Efa HMGR inh: blocks class II HMG-CoA reductase of Enterococcus faecalis; purified E. faecalis HMGR, NADPH absorbance 340 nm kinetic; inhibition, % at 10 µM; 0.41% of 190,000 active; AID 1066;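 active = inhibition above a set limit, the median over all tested compounds plus 3 SD, cut at about 9.5% in these data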;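 note: enzyme runs in reverse so mevalonate oxidation gives rising NADPH absorbance; 0% = complete reaction with DMSO and 100% = background rate lacking mevalonate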
SRC2 TRFRET art: flags TR-FRET format artefacts in PPARgamma SRC-2 recruitment agonist screen; TR-FRET artefact counter-screen; hits give high values; TR-FRET ratio at 8 µM; 0.4% of 200,000 active; AID 1049; in the data active = TR-FRET ratio above about 2000; note: inactives centre near 1500
An asterisk follows results filed as active; x = not tested or not shown.

1. COC(=O)N/N=C/c1c(C)cc(C)cc1C
2. Cc1cc(C)c2nc(-c3ccccn3)cc(C(=O)NCc3cc(C)n(C)n3)c2c1
3. Cc1ccc(NCC(=O)c2ccccc2)cc1Cl
4. O=C(O)CSc1nnc(C2COc3ccccc3O2)n1-c1ccccc1 (stereo not given)
5. CC(=O)c1cccc(N=C2NC(=O)C(CO)(CO)S2)c1
6. O=C(CCN1CCc2ccccc2CC1)c1ccc2c(c1)OCCO2
7. Cc1ccccc1CN(C)CC(=O)Nc1ccccc1Oc1ccccc1
8. Cc1ncc([N+](=O)[O-])n1CCOC(=O)C12CC3CC(CC(C3)C1)C2

assay / compound	1	2	3	4	5	6	7	8
TNAP inh hiacc	-3	-2	-3	-5	0	-6	-5	1
TNAP inh no acc	-8	-2	-10	-14	8	-11	-9	-4
TNAP act hiacc	1	1	1	1.1	1	1.1	1.1	1
SRC2 TRFRET art	1610	1496	1570	1880	1752	1411	1529	1493
PPARg SRC1 recr	2	1	-4	3	5	-3	-5	1
PPARg SRC2 recr	-2	-4	-1	9	10	0	4	1
bIAP activator	0.9	1.2	0.7	1	0.9	1	0.8	1
bIAP inh	9	-16	29	3	9	-2	17	-1
PPARg SRC-3 ag	5	-1	4	1	-2	2	2	-4
Efa HMGR inh	2	-1	-2	0	3	-10	-3	0

Reprinted at random: two entries already listed.
8. Cc1ncc([N+](=O)[O-])n1CCOC(=O)C12CC3CC(CC(C3)C1)C2
7. Cc1ccccc1CN(C)CC(=O)Nc1ccccc1Oc1ccccc1

assay / compound	8	7
TNAP inh hiacc	1	-5
TNAP inh no acc	-4	-9
TNAP act hiacc	1	1.1
SRC2 TRFRET art	1493	1529
PPARg SRC1 recr	1	-5
PPARg SRC2 recr	1	4
bIAP activator	1	0.8
bIAP inh	-1	17
PPARg SRC-3 ag	-4	2
Efa HMGR inh	0	-3

Later entries
9. CCC(C)c1ccccc1NC(=O)c1cccnc1 (stereo not given)
10. COc1ccc(C(=O)c2oc3ccccc3c2NC(C)=O)cc1
11. CCOC(=O)CS(=O)(=O)c1ccc(C(F)(F)F)cn1
12. CCOC(=O)C(C(=O)OCC)c1cc(Br)c2noc3c2c1C(=O)c1ccccc1-3
13. O=C(/C=C/c1ccco1)NCC1(c2ccccc2)CCCC1
14. OCc1cn(-c2ccc(Cl)cc2)nn1
15. Cc1nc(SCCOc2ccccc2F)[nH]c(=O)c1Cc1ccccc1
16. CCOc1ccccc1NC(=O)c1c(NC(=O)CCC(=O)O)sc2c1CCCCC2

assay / compound	9	10	11	12	13	14	15	16
TNAP inh hiacc	10	-4	-3	21	0	-3	-2	1
TNAP inh no acc	-2	-6	-11	21	-19	-6	4	-5
TNAP act hiacc	0.9	1	1	0.8	1	1	1	1
SRC2 TRFRET art	1492	1611	1491	1603	1516	1488	1610	1739
PPARg SRC1 recr	0	5	0	4	3	8	3	4
PPARg SRC2 recr	14	8	-4	7	1	5	5	9
bIAP activator	1	0.9	0.9	0.8	0.9	1.1	1.1	1
bIAP inh	2	7	12	16	13	-13	-12	-1
PPARg SRC-3 ag	0	1	9	14	-3	4	10	9
Efa HMGR inh	0	-6	0	-7	-8	1	-1	-6

17. COc1ccc(C2SC[C@@H](C(=O)O)N2C(C)=O)cc1 (stereo not given in full)
18. Fc1cc(F)c2nc(N3CCCCC3)sc2c1
19. Cc1cc(C)nc(NC(=O)c2c(Cl)cccc2Cl)n1
20. Cn1c(-c2sccc2OCc2ccc(Cl)cc2Cl)n[nH]c1=S
21. CC(=O)c1cccc(-n2nnnc2SCC(=O)Nc2ccccc2N2CCCCC2)c1
22. Cc1ccccc1NNC(N)=S
23. CSCCC1NC2(C(=O)Nc3c(Cl)cccc32)[C@@H]2C(=O)N(C3CCCC3)C(=O)[C@H]12 (stereo not given in full)
24. CCOC(=O)C(C(=O)NCc1cccc(OC)c1)c1ncc(C(F)(F)F)cc1Cl (stereo not given)

assay / compound	17	18	19	20	21	22	23	24
TNAP inh hiacc	-2	0	-5	0	-4	-2	-2	-5
TNAP inh no acc	-11	-6	-1	-79	-9	-16	-11	-9
TNAP act hiacc	1	1	1	1	1	1	1	1
SRC2 TRFRET art	1525	1517	1488	1891	1407	1517	1307	1530
PPARg SRC1 recr	-4	1	-3	-1	9	0	-2	6
PPARg SRC2 recr	-2	4	-6	10	0	2	-8	9
bIAP activator	1	0.9	1	0.8	1	0.9	0.8	0.9
bIAP inh	-4	10	1	17	1	8	16	6
PPARg SRC-3 ag	0	5	-4	3	1	4	4	-9
Efa HMGR inh	-1	-6	1	3	0	1	-1	-5

25. NC(=S)N=Nc1c(O)[nH]c2c(Br)cc(Br)cc12
26. COc1ccc(Nc2cc(C(=O)NCc3ccco3)c3ccccc3n2)c(OC)c1
27. COc1cc2[nH]c(=O)n(CCC(=O)N3CCN(c4cccc(C)c4C)CC3)c(=O)c2cc1OC
28. CCOc1ccccc1NC(=O)Cn1[nH]c(=O)c2ccccc2c1=O
29. O=C(NCCCO)c1ccc2[nH]c3c(c2c1)CCCC3
30. O=C1c2cccnc2C(O)N1Cc1ccccc1 (stereo not given)
31. O=C(CN(Cc1ccccc1)S(=O)(=O)c1ccc2c(c1)OCCO2)N/N=C/c1ccc(F)cc1
32. COc1ccc(OCCC(=O)OCC(=O)Nc2ccc(S(=O)(=O)N3CCOCC3)cc2)cc1

assay / compound	25	26	27	28	29	30	31	32
TNAP inh hiacc	13	-1	-4	-9	-9	-6	-4	-2
TNAP inh no acc	-16	-13	1	-12	-26	-12	12	-11
TNAP act hiacc	0.9	1	1	1.1	1.1	1.1	1	1
SRC2 TRFRET art	1409	1705	1555	1491	1595	1507	1608	1586
PPARg SRC1 recr	-4	10	3	9	-2	2	12	1
PPARg SRC2 recr	-2	12	6	0	11	8	7	-2
bIAP activator	0.8	0.9	1.1	0.9	0.9	0.8	1	1.1
bIAP inh	17	5	-8	14	14	16	-2	-14
PPARg SRC-3 ag	3	1	3	3	3	-6	5	-1
Efa HMGR inh	-1	2	-11	2	-1	-3	-4	-5

Profiles, quoted from the list. Order of values: TNAP inh hiacc, TNAP inh no acc, TNAP act hiacc, SRC2 TRFRET art, PPARg SRC1 recr, PPARg SRC2 recr, bIAP activator, bIAP inh, PPARg SRC-3 ag, Efa HMGR inh
`COC(=O)N/N=C/c1c(C)cc(C)cc1C` across the screens: -3, -8, 1, 1610, 2, -2, 0.9, 9, 5, 2
`COc1ccc(C(=O)c2oc3ccccc3c2NC(C)=O)cc1` across the screens: -4, -6, 1, 1611, 5, 8, 0.9, 7, 1, -6
`Cc1cc(C)c2nc(-c3ccccn3)cc(C(=O)NCc3cc(C)n(C)n3)c2c1` across the screens: -2, -2, 1, 1496, 1, -4, 1.2, -16, -1, -1
`CCC(C)c1ccccc1NC(=O)c1cccnc1` (stereo not given) across the screens: 10, -2, 0.9, 1492, 0, 14, 1, 2, 0, 0
`O=C(NCCCO)c1ccc2[nH]c3c(c2c1)CCCC3` across the screens: -9, -26, 1.1, 1595, -2, 11, 0.9, 14, 3, -1

Next structures:
33. COc1cccc(CNC(=O)CSCc2cnn(-c3ccccc3)c2-n2cccc2)c1
34. CCCC(=O)N1CCN(c2ccc(NC(=O)c3ccc([N+](=O)[O-])o3)cc2Cl)CC1
35. CC1CCN(C(=O)C2Cc3ccccc3CN2S(=O)(=O)c2ccc(F)cc2)CC1 (stereo not given)
36. Cc1c(Cl)c([N+](=O)[O-])nn1CC(=O)NCc1cccs1
37. O=C(Oc1c(CN2CCOCC2)cc(Cl)c2cccnc12)c1ccccc1
38. O=C(NC1CCCC1)c1ccc(CSCc2ccccc2F)o1
39. COc1ccc(OC)c2c1nc1n2CCS1
40. O=C(NC1CCN(Cc2ccccc2)CC1)C12CC3CC(CC(C3)C1)C2

assay / compound	33	34	35	36	37	38	39	40
TNAP inh hiacc	-5	1	-3	-1	-2	-5	-1	-1
TNAP inh no acc	-10	16	4	-11	-14	0	-11	-9
TNAP act hiacc	1.1	1	1	1	1	1.1	1	1
SRC2 TRFRET art	1417	1269	1500	1491	1404	1462	1485	1492
PPARg SRC1 recr	-1	1	-7	2	6	3	-7	-2
PPARg SRC2 recr	3	0	-3	-5	-7	2	6	-1
bIAP activator	0.7	1.1	1	0.8	1.2	1	1.1	1
bIAP inh	32	-7	-1	18	-23	-3	-10	4
PPARg SRC-3 ag	-1	-2	-2	1	-1	-2	2	-4
Efa HMGR inh	1	-8	5	-1	2	-4	2	1

41. COc1ccc(S(=O)(=O)N2CCC(C(=O)Nc3c(F)cccc3F)CC2)cc1
42. Cc1c(NC(=O)c2cnn3cccnc23)c(=O)n(-c2ccccc2)n1C
43. COc1c(OC2OC(C(=O)O)C(O)C(O)C2O)cc(O)c2c(=O)cc(-c3ccccc3)oc12 (stereo not given)
44. Cc1csc(C(=O)O)c1-n1cccc1
45. CCOc1ccc(-c2cc(CCCC(=O)N3CCN(c4ccc(OC)cc4)CC3)no2)cc1
46. C=CCn1c(SCC(=O)Nc2ncc(Cc3cc(C(F)(F)F)ccc3Cl)s2)nnc1-c1ccncc1
47. C=COCCNC(=S)Nc1cccc(Cl)c1
48. Cc1cc(C)n2nc(C(=O)OCC(=O)c3c[nH]c4ccccc34)nc2n1

assay / compound	41	42	43	44	45	46	47	48
TNAP inh hiacc	-3	-1	0	-3	-5	-3	-8	-7
TNAP inh no acc	1	-10	11	-19	-9	4	-9	-12
TNAP act hiacc	1	1	1	1	1	1	1.1	1.1
SRC2 TRFRET art	1516	1615	x	1594	1676	1606	1610	1845
PPARg SRC1 recr	5	5	x	2	3	4	0	11
PPARg SRC2 recr	-4	6	x	9	2	10	10	13
bIAP activator	1	0.9	1.1	0.9	1	0.9	1	1
bIAP inh	1	9	-15	9	-1	8	3	0
PPARg SRC-3 ag	-5	9	x	6	0	-6	6	4
Efa HMGR inh	1	-1	-1	-3	3	-1	2	-7

49. Cc1ccc(-n2c(-c3nn(C)cc3Cl)n[nH]c2=S)cc1
50. Cc1ccc(Nc2nc(N)c([N+](=O)[O-])c(N3CCOCC3)n2)cc1C
51. CCOC(=O)c1c(-c2ccc(OC)cc2)cn2ccccc12
52. CCOC(=O)C1=C(C)N(C)C(=S)NC1c1cc(OC)ccc1OC (stereo not given)
53. O=C(O)c1ccc(-n2[nH]c3c(c2=O)CCCC3)cc1
54. CCOC(=O)C1CCN(S(=O)(=O)c2cc(Br)cc3c2N(C(C)=O)C(C)C3)CC1 (stereo not given)
55. CCOC(=O)c1c(N)n[nH]c1-c1ccccc1
56. Cc1cccc(-n2c(-c3cccc([N+](=O)[O-])c3)nc3nc4ccccc4nc32)c1

assay / compound	49	50	51	52	53	54	55	56
TNAP inh hiacc	-3	-1	1	-3	-4	-4	-6	-3
TNAP inh no acc	7	8	-6	0	-2	-11	0	0
TNAP act hiacc	1	1	1	1	1	1	1.1	1
SRC2 TRFRET art	1643	1582	1386	1480	1650	1628	1303	1559
PPARg SRC1 recr	4	-2	-11	-4	3	6	-3	3
PPARg SRC2 recr	6	5	-9	-4	-3	-2	10	13
bIAP activator	0.7	0.9	0.9	0.8	0.9	0.9	0.9	1
bIAP inh	31	14	10	16	14	9	13	2
PPARg SRC-3 ag	8	-2	0	-4	-3	2	1	5
Efa HMGR inh	-2	3	1	-3	-4	1	-9	-5

Assay outcomes deposited in PubChem by several laboratories.
